Integrin act MD: integrin-mediated muscular dystrophy alleviation activation | alpha7betagal myoblasts, beta-gal FDG fluorescence, 48 h | Potency, µM (titrated, usually from 38.3 µM), for the others: top-dose activation, most hits filed as activators | hit rate 0.064% among 350,000 | AID 624291;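 note: potency is the fitted concentration of half-maximal effect; 100% = response of the positive control SU9516; nearly all actives have a fitted effect of over 60% in size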
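alpha7betagal+/- myoblasts (passage 13, 250/well) treated 48 h at 37C with compounds at 1:260 dilution of DMSO stock. Lysed, then beta-galactosidase activity read as FDG fluorescence (ex 480/em 540) after 30 min, with pre-read for autofluorescence.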
ASM inhibitor: human S-ASM enzyme inhibition; P17405; placental ASM, HMU-PC fluorogenic substrate, 60 min; hit rate 0.006% among 340,000; Potency, µM (highest dose often 57.5 µM), inactives show at the highest dose activity change, negative = inhibition, hits mostly inhibitors; AID 504937; note: potency is the fitted concentration of half-maximal effect
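Steps: dispense placental human ASM, pin compound, wait 10 min at room temperature, add HMU-PC0 substrate at 9 uM final, incubate 60 min at 37 °C, add stop solution raising pH to 10, read fluorescence.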
MLL CXXC-DNA inh: inhibitors of human MLL CXXC domain-DNA interaction; Q03164; MLL-CXXC / FITC-HOXA9 DNA fluorescence polarization; Potency, µM (series often up to 115 µM), for the others: top-dose activity change, negative = inhibition, most hits filed as inhibitors; hit rate 0.037% among 290,000; AID 2662; active = well fitted inhibition curve with a large enough effect in the polarisation, with a control signal flat, not every such curve was filed as active; inconclusive = small, poorly fitted or top-dose-only effect, or effect the other way, or a change in a side signal; inactive = no such curve, though single readings can be large or run the other way; the % refers to the polarisation; note: potency is the fitted concentration of half-maximal effect
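Steps: dispense CXXC domain solution (7 uM) → pin compounds or unlabeled HOX-A9 DNA control → 5 min ambient → add FLSN-HOX-A9 solution (50 nM) → spin → 30 min ambient → fluorescence polarization. Tris pH 7.5/NaCl/DTT/BSA buffer.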
hERG WT inh: inhibitors of human wildtype KCNH2 potassium channel | Q12809 | U2OS, BacMam KCNH2, thallium flux FluxOr; stronger effect = lower value | activity change, % at 1.84 µM | hit rate 0.37% among 340,000;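 active = maximum activity change below -70%; inconclusive = maximum activity change between -70% and -50%; inactive = maximum activity change above -50%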; note: % is set by controls: 0 for no effect and ±100 for the full control effect
Target sequence (Q12809 whole entry, looked up): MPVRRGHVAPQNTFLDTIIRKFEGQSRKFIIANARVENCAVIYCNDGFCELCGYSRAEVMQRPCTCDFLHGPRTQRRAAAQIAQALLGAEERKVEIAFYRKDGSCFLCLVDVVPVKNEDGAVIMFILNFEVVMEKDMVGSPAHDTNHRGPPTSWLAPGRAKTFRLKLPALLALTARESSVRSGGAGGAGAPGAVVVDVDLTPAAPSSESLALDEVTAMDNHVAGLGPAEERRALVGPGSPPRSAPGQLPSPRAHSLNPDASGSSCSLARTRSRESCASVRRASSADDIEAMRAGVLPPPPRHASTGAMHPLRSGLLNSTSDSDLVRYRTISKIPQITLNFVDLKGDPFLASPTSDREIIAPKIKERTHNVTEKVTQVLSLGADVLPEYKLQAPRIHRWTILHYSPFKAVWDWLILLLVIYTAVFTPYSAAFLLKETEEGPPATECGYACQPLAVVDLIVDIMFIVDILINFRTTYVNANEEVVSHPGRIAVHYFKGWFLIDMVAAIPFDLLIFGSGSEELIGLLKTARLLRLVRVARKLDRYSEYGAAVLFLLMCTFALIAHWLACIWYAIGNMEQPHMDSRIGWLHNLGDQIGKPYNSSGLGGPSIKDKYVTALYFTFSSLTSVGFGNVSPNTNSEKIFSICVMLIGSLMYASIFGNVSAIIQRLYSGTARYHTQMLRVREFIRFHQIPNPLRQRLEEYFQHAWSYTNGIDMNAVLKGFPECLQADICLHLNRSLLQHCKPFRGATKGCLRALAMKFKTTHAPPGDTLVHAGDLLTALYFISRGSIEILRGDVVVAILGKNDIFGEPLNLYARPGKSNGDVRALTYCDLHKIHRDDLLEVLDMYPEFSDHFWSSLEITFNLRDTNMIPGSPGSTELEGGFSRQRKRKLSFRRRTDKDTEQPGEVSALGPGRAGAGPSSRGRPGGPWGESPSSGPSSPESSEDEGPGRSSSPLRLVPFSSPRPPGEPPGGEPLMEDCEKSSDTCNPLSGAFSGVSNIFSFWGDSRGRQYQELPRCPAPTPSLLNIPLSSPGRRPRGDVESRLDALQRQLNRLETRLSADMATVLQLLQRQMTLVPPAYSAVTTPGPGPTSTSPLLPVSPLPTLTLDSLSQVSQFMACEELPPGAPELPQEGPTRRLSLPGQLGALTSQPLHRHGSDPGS
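U2OS cells transduced with wild-type KCNH2 virus are loaded with FluxOr dye for 45 min, and thallium flux is measured in kinetic reads before and after stimulation buffer. Rate constants are normalized to DMSO controls.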
GALK inhibitor: blocks human galactokinase activity. AID 1868. Potency, µM (doses to about 57.5 µM), for inactives: at the top dose activity change, negative = inhibition, most hits filed as inhibitors. hit rate 0.007% among 270,000. P51570. Purified GALK, Kinase-Glo residual ATP luminescence; note: potency is the fitted concentration of half-maximal effect; % is set by controls: 0 for no effect and ±100 for the full control effect
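Kinase-Glo Plus luminescence measured ATP left after a 1 h room-temperature reaction. The reaction used 5 nM GALK, 100 uM galactose and 35 uM ATP at pH 8.0 (20 mM HEPES, 5 mM MgCl2, 60 mM NaCl, 1 mM DTT, 0.01% BSA).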
FBPA coupling cs: inhibits coupling enzyme system, counter-screen for aldolase hits; coupling enzyme system counterscreen, AmpLite Red fluorescence; activity change, negative = inhibition, % at 58.2 µM, hits read low; hit rate 0.67% among 290,000; AID 2472; in the data active = activity change below about -30%; note: % is set by controls: 0 for no effect and ±100 for the full control effect
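Fluorescence at 525 nm excitation and 598 nm emission measured inhibition of the coupled detection system without aldolase. Compounds (at 57.5 uM final) were preincubated 10 min at room temperature with coupling enzyme reagent before a 20 min substrate/AmpLite Red step.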
MBNL1 CUG block: blocks human MBNL1 binding to CUG repeat RNA; AID 2675; Q9NR56; hit rate 0.036% among 280,000; Potency, µM (top dose mostly 57.5 µM), inactives show at the highest dose activity change, negative = inhibition, usual class: inhibitors; TR-FRET MBNL1-His/biotin-(CUG)12 binding, 665/545 ratio; active = well fitted inhibition curve with a large enough effect in the signal ratio, with a control signal flat, not every such curve was filed as active; inconclusive = small, poorly fitted or top-dose-only effect, or effect the other way, or a change in a side signal; inactive = no such curve, though single readings can be large or run the other way; the % refers to the signal ratio; note: potency is the fitted concentration of half-maximal effect; % is set by controls: 0 for no effect and ±100 for the full control effect
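MBNL1-His + Biotin-(CUG)12, cpd titration 92 nM–58 uM; Tb anti-His Ab 0.055 ng/ul, SA-XL665 5 nM (final); 60 min RT; ratiometric 665/545 nm, Ex 340 nm; normalized to buffer and full-complex controls.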
AT treatment: candidate therapy for ataxia-telangiectasia; hit rate 0.19% among 320,000; AID 485349; Potency, µM (highest dose often 57.5 µM), for inactives: at the top dose activation, most hits filed as activators; […] A-T fibroblasts, KAP-1 phosphorylation AlphaLISA; neocarzinostatin DNA damage 30 min before lysis; note: potency is the fitted concentration of half-maximal effect; % of control where 0% means no effect; nearly all actives have a fitted effect of over 45% in size
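ATM-like activity read as KAP-1 phosphorylation via AlphaLISA donor/acceptor antibody pairs after lysis and 6 hr at 25C. Cells were ATM-null patient fibroblasts ([…], hTERT), dosed 60 min, then exposed to the DSB inducer NCS for 30 min.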
TRPV1 ag: activates the human vanilloid receptor TRPV1; Q8NER1; TRPV1-expressing cells, Fluo-8 calcium influx, agonist mode; activation, % at 8.33 µM; hit rate 0.19% among 320,000; AID 540275; in the data active = activation above about 80%; inconclusive = between about 30% and that limit; note: 0% is about no effect
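Cells expressing TRPV1 were dye-loaded with Fluo-8 and read kinetically: 10 s baseline, 3 min after compound (agonist portion), then 2 min after EC20 capsaicin (allosteric enhancer portion). Calcium-bound dye fluorescence at 480/520 nm.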
KCNH2 3.1 block: inhibitors of human KCNH2 3.1 potassium channel isoform | hit rate 0.95% among 340,000 | U2OS KCNH2 3.1, thallium flux FluxOr; stronger effect = lower value | AID 720553 | activity change, % (tested at about 1.8 µM);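 active = maximum activity change below -70%; inconclusive = maximum activity change from -70% to -50%; inactive = maximum activity change above -50%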;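 note: thallium influx rate constant from kinetic fluorescence after stimulation buffer; % is set by controls: 0 for no effect and ±100 for the full control effect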
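Thallium flux via FluxOr fluorescence (Red40 quencher, 45 min loading) in U2OS cells virally expressing the KCNH2 3.1 isoform (1.77 x 10^8 /mL virus, overnight at 37 C). Rate constants from 2-min kinetic reads post-stimulation, normalised to positive and negative controls.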
* = called active by the depositor; ? = inconclusive; / = not tested or not shown; [ ] = dose if it differs, or a comment. Unless noted, calls come from the whole dose curve; as a rule, active = well fitted curve in the direction sought with a large enough effect; inconclusive = small, poorly fitted or top-dose-only effect, or another doubt; inactive = no such curve, though single readings can be large; an effect the other way counts as inactive or inconclusive.

SMILES | Integrin act MD | ASM inhibitor | MLL CXXC-DNA inh | hERG WT inh | GALK inhibitor | FBPA coupling cs | MBNL1 CUG block | AT treatment | TRPV1 ag | KCNH2 3.1 block
COc1ccccc1C(=O)NCC(=O)NNc1ncnc(N)c1[N+](=O)[O-] | / | / | -4% | / | 7% | -2 | 11% | 4% | 1 | /
Cc1sc(-c2ccncc2)nc1OC(=O)c1cc(Cl)cc(Cl)c1 | 8% | -1% | 15% | -10 | -4% | -3 | 1% | 2% | 9 | 9
COc1cc(CCC(=O)OCn2nnc3ccccc3c2=O)cc(OC)c1OC | 6% | 5% | 39%[activator] | -2 | 7% | 9 | 11% | -18% | 1 | 1
Cc1nn(-c2ccccc2)c2c1C(=O)NC(=O)C(C)(C)C2 | 8% | 3% | 3% | 0 | -3% | 1 | -2% | -4% | -1 | -22
CCn1ncc(CN2CCCC(CNC(=O)c3ccc(F)cc3)C2)c1C (configuration not stated) | -8% | 1% | -29% | 18 | -1% | 2 | 3% | 0% | -1 | 11
N#CCc1ccc(NS(=O)(=O)c2cccs2)cc1 | 3% | 1% | 0% | -13 | 5% | 0 | -12% | 13% | 0 | 2
CCOc1c2ccc(C(=O)NCc3ccco3)cc2nn1CCOC | 32% | 39%[activator] | -2% | -1 | -2% | -1 | 8% | -2% | -2 | 20
COc1nc(Oc2ccc(=O)n(C)n2)nc(N(C)C)n1 | 11% | 2% | -5% | -4 | 0% | 5 | -3% | 0% | 2 | -11
COc1ccc(OCC(=O)N/N=C(\C)CC(=O)Nc2ccc(OC)cc2[N+](=O)[O-])cc1 | 0% | 4% | 4% | / | 1% | 1 | ? | -3% | 0 | 5
CC(OC(=O)c1c2c(nc3ccccc13)/C(=C\c1ccc3c(c1)OCO3)CCC2)C(=O)Nc1ccc(S(N)(=O)=O)cc1 (configuration not stated) | 0% | 94%[activator] | 5% | 4 | -3% | 1 | 33%[activator] | 2% | ? | 0
COc1ccc(CCNC(=O)Cc2ccccc2)cc1OC | ? | 0% | -2% | 0 | 3% | 1 | 1% | 4% | 3 | -2
O=C(CCc1ccccc1)NC1CCCc2ccccc21 (configuration not stated) | 4% | 3% | -8% | -6 | 5% | -1 | 0% | 5% | -3 | 1
COc1cccc(/C=C2\SC(=S)N(N3CCOCC3)C2=O)c1OC | -35% | -6% | -11% | 25 | -2% | 0 | 29% | -5% | -2 | -19
CCCc1cc(-c2nc(-c3ccc(Cl)cc3)cs2)ccn1 | 0% | -24% | 1% | -7 | -1% | 0 | 8% | ? | 18 | -5
CCn1c(=O)c(=O)[nH]c2cc(C(=O)NC(C)c3ccc(S(N)(=O)=O)cc3)ccc21 (configuration not stated) | -1% | -1% | -18% | -12 | 0% | 0 | 11% | 3% | -1 | -19
C[C@H]1C(=O)N(C)CCN1C(=O)c1ccccc1OC1CCN(S(C)(=O)=O)CC1 | 7% | 0% | -3% | -3 | 1% | -1 | 0% | 12% | 1 | -11
CCN(CC)CCCNc1ncnc2scc(-c3ccc(F)cc3)c12 | -21% | 1% | 6% | 5 | -5% | 2 | -7% | 1% | -2 | 1
O=C(Nc1cccc(/C=C/c2ccccn2)c1)c1ccc(-n2cncn2)c([N+](=O)[O-])c1 | -59%[inhibitor] | -7% | / | 4 | / | / | / | -11% | 10 | -4
O=C(c1cc(Cl)nc2ccccc12)N1CCN(S(=O)(=O)c2ccccc2[N+](=O)[O-])CC1 | -16% | 0% | -12% | -12 | -4% | / | ? | -5% | -6 | 5
COc1ccc(/C=N/NC(=O)c2ccc(C)cc2)cc1CN1CCN(c2ccc(F)cc2)CC1 | ? | 2% | 20% | -72* | 1% | 6 | -11% | 1% | 5 | -108*
